# Assay outcomes (PubChem BioAssay)
# PTHR1 ag: agonists of human PTHR1 parathyroid hormone receptor. Q03431. HEK293 GP2 PTHR1 cells, GloSensor cAMP luminescence, 1 h. hit rate 0.075% among 410,000. AID 743266. Potency, µM (doses to about 115 µM), for inactives: at the top dose activation, actives largely listed as activators; note: potency is the fitted concentration of half-maximal effect; nearly all actives have a fitted effect of over 55% in size; some results filed as inactive show a strong effect at the top dose; inactives centre near -15; many of its hits are not listed in these tables
#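 HEK-293-derived GP2 cells expressing PTHR1 and a GloSensor cAMP reporter, 3,000/well, plated overnight, given luciferin plus IBMX (each 0.5 mM as added) for 1 h at 37 °C, then compound for 1 h at 37 °C. Luminescence was read after 15 min at room temperature.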
# DRD3 antagonist: blocks the human D3 dopamine receptor; max response, negative = inhibition, %; AID 652054; D3R cells, DiscoveRx beta-arrestin luminescence, antagonist mode; active compounds read low; P35462; hit rate 2.5% among 360,000; in the data active = max response below about -50%; inconclusive = no clear call, values can overlap the other calls; note: % is set by controls: 0 for no effect and ±100 for the full control effect; mostly tested at two doses, the higher about 12 µM
# Target sequence (P35462 whole entry, looked up): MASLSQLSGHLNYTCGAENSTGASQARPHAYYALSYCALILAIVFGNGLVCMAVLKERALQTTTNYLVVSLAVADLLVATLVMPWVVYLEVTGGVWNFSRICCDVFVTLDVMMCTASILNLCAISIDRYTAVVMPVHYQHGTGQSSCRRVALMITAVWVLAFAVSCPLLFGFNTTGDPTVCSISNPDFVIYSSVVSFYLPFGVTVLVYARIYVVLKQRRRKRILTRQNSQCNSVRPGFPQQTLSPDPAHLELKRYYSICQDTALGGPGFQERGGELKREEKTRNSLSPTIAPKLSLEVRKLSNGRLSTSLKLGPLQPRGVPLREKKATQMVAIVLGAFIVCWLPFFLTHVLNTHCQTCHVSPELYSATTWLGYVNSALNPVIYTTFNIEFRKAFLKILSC
#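 Cells plated overnight at 1500 cells/well, then exposed to library compounds with dopamine controls for 90 minutes at 37 degrees C. DiscoveRx reagent added for 30–60 minutes at room temperature; luminescence read, quantitative HTS format.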
# TDP43 rescue: rescues yeast growth from TDP-43 toxicity; TDP-43 expressing yeast growth rescue, BacTiter-Glo, 24 h; Potency, µM (doses to about 46.1 µM), inactives show top-dose growth rescue (activation), most hits filed as activators; hit rate 1.8% among 410,000; AID 652104; note: potency is the fitted concentration of half-maximal effect; % of control where 0% means no effect; nearly all actives have a fitted effect of over 50% in size
#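 Galactose-induced TDP-43 yeast, OD600=0.02, compound pinned; 24 hr, 30 deg C; BacTiter-Glo luminescence for growth. Inhibitors of TDP-43 toxicity read as activators.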
# FUS suppressor: rescues growth of FUS-expressing yeast. S. cerevisiae FUS-expressing, growth rescue, OD600, 24 h. Potency, µM (highest dose often 76.6 µM), for inactives: at the top dose growth rescue (activation), usual class: activators. hit rate 0.24% among 390,000;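 note: potency is the fitted concentration of half-maximal effect; plate controls were DMSO vehicle for no effect and reference control for full effect; nearly all actives have a fitted effect of over 55% in size; some results filed as inactive show a strong effect at the top dose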
#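 Quantitative HTS measuring growth restoration of FUS-toxic yeast. Galactose-induced cells (OD 0.005) were exposed 24hr at 30C to compounds at several concentrations, then absorbance at 600 nm was recorded.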
# pAkt inh: inhibitors of Akt phosphorylation. Neuro2A IGF-stimulated pAkt S473 HTRF, 20 min; active compounds read low. activity change, % for hits at 50 µM. hit rate 0.32% among 360,000; in the data active = activity change below about -80%; inconclusive = mostly about -51% to -80%; note: % is set by controls: 0 for no effect and ±100 for the full control effect
#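 Single-point screen (50 µM final compound) in Neuro2A cells stimulated 20 min with 6 nM IGF at 37 deg C. After lysis, Ser473-phosphorylated Akt read by HTRF (ex 330 nm, em 615/665 nm) as the 665/615 ratio.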
# GLP-1R inv ag: inverse agonists of human GLP-1 receptor | P43220 | HEK293 GLP-1R CRE-luciferase, luminescence, 24 h; GLP-1R form is constitutively active | Potency, µM (series often up to 38.3 µM), inactives show top-dose activity change, negative = inhibition, usual class: inhibitors | hit rate 1.6% among 410,000 | AID 624417; note: potency is the fitted concentration of half-maximal effect; % is set by controls: 0 for no effect and ±100 for the full control effect; nearly all actives have a fitted effect of over 55% in size
# Target sequence (P43220 whole entry, looked up): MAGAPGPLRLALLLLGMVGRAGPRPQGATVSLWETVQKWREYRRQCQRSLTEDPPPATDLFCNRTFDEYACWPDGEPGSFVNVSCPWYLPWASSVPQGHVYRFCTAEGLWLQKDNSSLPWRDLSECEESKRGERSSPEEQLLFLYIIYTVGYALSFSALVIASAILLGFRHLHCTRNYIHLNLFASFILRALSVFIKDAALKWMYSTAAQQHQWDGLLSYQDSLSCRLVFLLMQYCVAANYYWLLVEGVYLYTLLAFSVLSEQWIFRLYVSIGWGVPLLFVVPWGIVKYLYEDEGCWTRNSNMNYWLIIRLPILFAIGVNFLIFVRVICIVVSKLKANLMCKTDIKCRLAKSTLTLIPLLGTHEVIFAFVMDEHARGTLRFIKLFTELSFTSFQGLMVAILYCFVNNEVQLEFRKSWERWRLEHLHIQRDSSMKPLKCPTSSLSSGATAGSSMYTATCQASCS
#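 Constitutively active GLP-1R drives a cAMP-responsive luciferase in stably transfected HEK293 cells; test compounds are added after overnight (12 h) attachment and left 24 hr, and signal loss in luminescence marks inhibition.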
# GLP-1R agonist: activates the human GLP-1 receptor; P43220; HEK293 GLP-1R CRE-luciferase, luminescence, 4-6 h; cells express a hypersensitive GLP-1R form; Potency, µM (titrated, usually from 45.6 µM), for inactives: at the highest dose activation, actives largely listed as activators; hit rate 0.007% among 380,000; AID 624172; note: potency is the fitted concentration of half-maximal effect; % of control where 0% means no effect
# Abeta yeast res: restores growth of yeast expressing A-beta42 peptide; yeast expressing A-beta42, growth rescue, OD600, 48 h; response scale: 0% DMSO, 100% iron-clioquinol control; Potency, µM (doses to about 46.1 µM), without a hit: top-dose growth rescue, actives largely listed as activators; hit rate 0.063% among 410,000; note: potency is the fitted concentration of half-maximal effect; nearly all actives have a fitted effect of over 55% in size
#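 Yeast growth medium received pinned compounds, then yeast cells expressing toxic A-beta were added; plates incubated at 30 C for 48 hr. Growth read as absorbance at 600 nm, normalized to DMSO and equimolar FeCl3 plus clioquinol controls.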
# aSyn rescue: rescues yeast growth from alpha-synuclein toxicity; hit rate 0.14% among 370,000; Yeast expressing alpha-synuclein, growth rescue, BacTiter-Glo, 24 h; Potency, µM (series often up to 46.1 µM), for inactives: at the top dose growth rescue (activation), hits mostly activators; note: potency is the fitted concentration of half-maximal effect; % of control where 0% means no effect; nearly all actives have a fitted effect of over 65% in size
#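 Readout is rescue of growth in alpha-synuclein-expressing yeast, so inhibitors of toxicity appear as activators. Growth after 24 hr at 30 deg C in galactose medium is quantified by luminescence.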
# * marks the source's active call; other numbers are inactive results; i = inactive; ? = inconclusive; . = no result given; [ ] = remark or other dose. Unless noted, calls come from the whole dose curve; as a rule, active = well fitted curve in the direction sought with a large enough effect; inconclusive = small, poorly fitted or top-dose-only effect, or another doubt; inactive = no such curve, though single readings can be large; an effect the other way counts as inactive or inconclusive. An excerpt; rates above refer to the full screens.
SMILES,PTHR1 ag,DRD3 antagonist,TDP43 rescue,FUS suppressor,pAkt inh,GLP-1R inv ag,GLP-1R agonist,Abeta yeast res,aSyn rescue
Cc1cc(C)nc(NN=CC2=C(N3CCOCC3)/C(=C/c3ccc(Cl)cc3)CC2)n1,-9%,?,?,17%,i,?,12%,?,-15%
CCOC(=O)C1CCCN(S(=O)(=O)c2ccc3c(c2)NC(=O)CO3)C1 (stereo unspecified),-17%,4,5%,-17%,i,66%[activator],-1%,-3%,7%
COc1ccc(NC(=O)c2csc(Cc3ccc(Cl)cc3)n2)cc1,-18%,12,4%,-19%,i,-3%,0%,3%,-1%
O=C(NC1CCCC1)C1C(c2ccccc2)=Nc2ccccc2N1C(=O)c1cc(Cl)cc(Cl)c1 (stereo unspecified),-15%,-16,-14%,23%,i,1%,.,-13%,-2%
Cc1cccc(C(C)(C)C)c1OCCOCCN1CCCC1,28%,?,-3%,.,i,?,-4%,5%,10%
O=C(N/N=C/c1ccc2ncccc2c1)c1cc(-c2cccs2)nc2ccccc12,i,40,10%,-14%,i,-19%,2%,-5%,?
C/C(=N\NC(=O)c1ccc([N+](=O)[O-])cc1Cl)c1ccccc1,-36%,9,27%,-19%,i,13%,?,2%,-1%
CCc1ccc(NC(=O)c2nnn(Cc3cccc(C(F)(F)F)c3)c2N)cc1,-7%,.,16%,1%,.,-15%,.,-9%,.
CC1CCCC(NC(=O)COC(=O)c2cc3ccccc3oc2=O)C1C (stereo unspecified),i,4,6%,.,i,3%,10%,-12%,4%
Cc1cccn2c(=O)c3cc(C#N)c(=N)n(CCN4CCOCC4)c3nc12,-1%[57.5 µM],16,1%,-13%,i,30%[activator],-18%,-1%,-1%

# Arranged by formula weight (smallest number first): part of the list above.
SMILES,PTHR1 ag,DRD3 antagonist,TDP43 rescue,FUS suppressor,pAkt inh,GLP-1R inv ag,GLP-1R agonist,Abeta yeast res,aSyn rescue
C/C(=N\NC(=O)c1ccc([N+](=O)[O-])cc1Cl)c1ccccc1,-36%,9,27%,-19%,i,13%,?,2%,-1%
CCc1ccc(NC(=O)c2nnn(Cc3cccc(C(F)(F)F)c3)c2N)cc1,-7%,.,16%,1%,.,-15%,.,-9%,.
O=C(N/N=C/c1ccc2ncccc2c1)c1cc(-c2cccs2)nc2ccccc12,i,40,10%,-14%,i,-19%,2%,-5%,?
O=C(NC1CCCC1)C1C(c2ccccc2)=Nc2ccccc2N1C(=O)c1cc(Cl)cc(Cl)c1 (stereo unspecified),-15%,-16,-14%,23%,i,1%,.,-13%,-2%

# Additional results
SMILES,PTHR1 ag,DRD3 antagonist,TDP43 rescue,FUS suppressor,pAkt inh,GLP-1R inv ag,GLP-1R agonist,Abeta yeast res,aSyn rescue
Cc1cc(C(=O)NCc2ccccc2F)cs1,i,-7,6%,17%,i,0%,-10%,9%,3%
Cc1ccc(S(=O)(=O)NNC(=O)CCC(=O)Nc2ccc(C)c(C)c2)cc1,i,?,-14%,7%,i,-22%,1%,2%,-21%
COc1ccc2cc(C(=O)C3CCCN(C(=O)Cc4c(C)noc4C)C3)ccc2c1 (stereo unspecified),-19%,4,19%,-5%,i,3%,3%,-14%,9%
CCCCS(=O)(=O)NC1=NCN(CC)CN1,-9%[57.5 µM],-24,-19%,-8%,.,8%,-14%,-7%,-1%
O=C(CCN1CCN(Cc2ccccc2)CC1)NNC(=O)Nc1cccc(Cl)c1,28%,?,3%,-11%,i,?,-2%,12%,-1%
CC1=NNC(=O)C1CC(=O)N/N=C/c1cccs1 (stereo unspecified),-17%,14,15%,0%,i,6%,-5%,5%,2%
CCN(CC)c1ccc(-n2c(O)c(C=C3N=c4ccccc4=N3)sc2=S)cc1,i,-7,0%,.,i,-4%,1%,15%,3%
Cn1c(SCC(=O)Nc2ccccc2)nnc1-c1ccccc1,i,.,0%[9.22 µM],-17%,.,10%,.,-10%,.
Cc1cccn2c(=O)c(C=O)c(NCc3ccccc3)nc12,-25%,0,11%,4%,i,20%,25%,2%,7%
O=C(Cn1c2ccccc2c2nc3n(c(=O)c21)CCCS3)Nc1ccccc1,-2%,0,-6%,-1%,i,7%,12%,5%,4%
Cc1ccc(CNC(=S)NC2CCC(C(C)(C)C)CC2)cc1 (stereo unspecified),-17%,-3,27%,12%,i,?,9%,?,-7%
CCOC(=O)CN1C(=O)N[C@@H](CCc2ccccc2)[C@H](C(C)=O)[C@H]1C,-2%,-11,5%,-15%,i,-5%,-6%,-22%,-4%
Cc1cc(C(=O)N2CCCC(N3CCN(c4cccc(Cl)c4)CC3)C2)n(C)n1 (stereo unspecified),-26%,11,-2%,.,i,-33%,-21%,-3%,-5%
NS(=O)(=O)c1ccc(CCNC(=O)c2nc(SCc3ccccc3F)ncc2Cl)cc1,-17%,.,9%,10%,.,-19%,.,-6%,.
N/C(=N\OS(=O)(=O)c1ccc2ccccc2c1)c1ccccn1,i,-1,7%,14%,i,10%,-2%,-12%,0%
CC(=O)C[C@@H](O)CC(=O)[C@@H]1OC(=O)CCCCCc2ccccc21,i,0,24%,26%,i,10%,0%,4%,2%
Cc1cc(NC(=O)CSc2nnc(Nc3ccccc3F)s2)no1,6%,-14,-26%,8%,i,19%,-1%,1%,-1%
CCOC(=O)C1(CC)CC(CSc2nc3ccccc3[nH]2)OC1=O (stereo unspecified),-10%,-7,?,-12%,i,-12%,0%,2%[9.22 µM],7%
COc1ccccc1Nc1nc(Cl)nc(NC(C)(C)C)n1,-45%[inhibitor],13,22µM*,12%,i,?,17%,34%,0%
CCC(=O)NC(c1ccccc1OC)c1ccc2cccnc2c1O (stereo unspecified),-44%[inhibitor][57.5 µM],-9,?,?,i,?,0%,13%,-3%
CC(C(=O)N(C)C1CCS(=O)(=O)C1)N1C(=O)/C(=C/c2ccc(F)cc2)SC1=S (stereo unspecified),-20%,-10,4%,24%,i,?,-1%,2%,15%
O=C(Nc1cc2c(cc1Cl)OCCO2)c1ccco1,-41%[inhibitor][57.5 µM],8,27%,16%,i,3%,8%,24%,1%
O=C(COc1ccc(S(=O)(=O)N2CCOCC2)cc1)NCc1ccco1,i,5,8%,.,i,20%,8%,-7%,-2%
Cc1ccc(CSc2nnc([C@@H](N)C(C)C)o2)cc1,i,.,-5%,-20%,.,1%,-3%,-17%,-1%
C[C@@H]1CN(S(=O)(=O)c2ccc3c(c2)OCCO3)CCN1S(=O)(=O)c1c(F)cccc1F,-67%[inhibitor],.,.,?,.,.,-5%,3%,.
CCOC(=O)N1CCC2(CC1)OC(=O)C(C)=C2C(=O)NCc1cccc(OC)c1,i,.,3%,12%,.,13%,.,-13%,.
O=C(CN(Cc1ccco1)C(=O)CCC(=O)Nc1ccccn1)NCCc1ccccc1,i,7,-10%,-18%,i,-6%,0%,4%,-2%
CCOc1ccc(Nc2nc(C)c(NC(=O)c3ccc(C)cc3)c(Nc3ccc(OCC)cc3)n2)cc1,13%,.,-1%,?,.,?,-1%,-9%,.
O=CN1CCN(C(=O)CN2C(=O)c3ccccc3C2=O)CC1,i,17,20%,-22%,i,-3%,-1%,17%,-11%
Cc1cc(C(=O)COc2ccc([N+](=O)[O-])cc2)c(C)n1C1CC1,-27%,-8,13%,14%,i,8%,15%,-4%,-3%
CC(Sc1n[nH]c(N)n1)c1nc2scc(-c3cccs3)c2c(=O)[nH]1 (stereo unspecified),-13%,-13,14%,15%,i,36%[activator],6%,4%,-2%
O=S(=O)(Oc1ccccc1N1CCCCC1)c1ccccc1,-24%,-5,-10%[1.82 µM],1%,i,?,21%,22%,-1%
O=C(CSc1ccccc1C(=O)O)c1ccc(Cl)cc1,-22%,-8,-11%,-2%,i,-2%,0%,24%,0%
CN(C(=O)c1ccc(S(=O)(=O)N(C)C)cc1)c1ccc2ccccc2c1,-12%,-5,1%,8%,i,-6%,15%,-16%,-11%
CN(C)S(=O)(=O)c1ccc(C(=O)OCC2CC2(Cl)Cl)cc1 (stereo unspecified),-33%[inhibitor],-16,8%,-9%,i,8%,12%,-21%,7%
CC1(C)CC(=O)c2c(O)cc(O)cc2O1,i,9,-5%,21%,i,-1%,-7%,16%,-2%
Clc1cc(Br)ccc1OCCOCCOc1cccc2cccnc12,-25%,?,20%,19%,i,?,8%,4%,3%
COc1ccc(Cl)cc1NC(=O)C1CC(=O)N(C2CCCCC2)C1 (stereo unspecified),-3%,-4,19%,.,i,?,0%,2%,13%
c1cc(-c2nnc3sc(C4CCCCC4)nn23)ccn1,?,-20,30%,1%,i,1%,10%,25%,-16%
COc1cccc(-n2nnc3c(=O)n(CC(=O)NCC4CCCO4)cnc32)c1 (stereo unspecified),i,5,20%,-1%,i,12%,-2%,-4%,-2%
C[C@@H]1CC[C@]2(O[C@@H](CCO)C[C@H](O)[C@H]2O)O1,i,-17,7%,-16%,i,12%,-6%,-3%,0%
CCOc1ccc(C(=S)N2CCOCC2)cc1OC,i,-3,-20%,4%,.,7%,-4%,4%,7%
CCOC(=O)CC1COCCN1C(=O)c1cc(COc2ccccc2SC)on1 (stereo unspecified),-6%,-29,30%,17%,i,-23%,2%,4%,3%
O=S(Cc1ccc(Br)cc1)Cc1nnc(SCc2ccc(Br)cc2)n1-c1ccccc1 (stereo unspecified),-95%[inhibitor],-4,?,.,i,?,-4%,?,?
CC(=O)c1ccc(OCCCC(=O)N2CCN(S(=O)(=O)c3ccc(C(C)C)cc3)CC2)cc1,-33%,-7,22%,?,i,?,6%,-5%,1%
Nc1nc(SCC(=O)N2CCc3ccccc32)[nH]c(=O)c1-c1ccccc1,-5%[57.5 µM],3,-11%,29%,i,48%,1%,13%,-1%
CN(C)C(=O)CSc1ccc(S(=O)(=O)N2CCOCC2)cn1,-13%,-16,-6%,-13%,i,9%,0%,-2%,-8%
